Source: PubChem BioAssay (several laboratories)
TPT1 inh: Candida albicans TPT1 enzyme inhibitors, primary screen, biochemical, fluorescence polarization | tRNA 2'-phosphotransferase TPT1 (Candida albicans SC5314) | recombinant caTPT1, FP RNA substrate dephosphorylation | inhibition, % at 5 µM | hit rate 0.81% among 300,000 | AID 1962, 2009;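 active means inhibition above the mean of all tested compounds plus 3 SD, set per screening campaign, cut at about 24% in these data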;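 further: plate controls were DMSO alone for no effect and ferristatin control at 100 nM for full effect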
procasp3 activ: activators of human procaspase-3 D3A mutant, primary screen, biochemical, absorbance, PC-3 D3A mutant, single concentration | Caspase-3 (Homo sapiens), P42574 | recombinant procaspase-3 D3A, Ac-DEVD-pNA absorbance 405 nm | activation, % at 8.5 µM | hit rate 0.11% among 330,000 | AID 463141, 2010;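 active means activation above the mean of all tested compounds plus 3 SD, cut at about 21% in these data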;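 further: 0% = DMSO alone and 100% = DMSO wells spiked with extra 5 µM PC-3 D3A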
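assay system = Procaspase-3 D3A mutant | signal = absorbance at 405 nm, 0 and 120 min | times = 1 h preincubation plus 2 h reaction at 25 °C | repeats = single replicate | read-out = % activation between DMSO and enzyme-spiked controls | medium = Zinc-free HEPES saline buffer with Triton X-100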
HCV core dimer: inhibitors of HCV core protein dimerization, primary screen, biochemical, TR-FRET, high-throughput; TR-FRET GST/Flag-core106 dimerization, 1536-well; inhibition, % at 5 µM; hit rate 0.33% among 300,000; AID 1899, 2009;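 active means inhibition above the mean of all tested compounds plus 3 SD, set per screening campaign, cut at about 45% in these data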
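Assay system: Tagged HCV core106 pair (GST and Flag) | Buffer or medium: KF-containing HEPES buffer, pH 7.45, DTT, CHAPS, BSA | Also added: Eu donor and XL665 acceptor anti-tag antibodies | Dosing: One concentration, 5 µM, in 0.5% DMSO | Timing: 4 h at 22.5 °C | Technique: TR-FRET 671 and 617 nm emission | Repeats: Singlicate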
PP5 inh: PP5 phosphatase inhibitors, primary screen, biochemical, fluorescence; Serine/threonine-protein phosphatase 5 (Homo sapiens), P53041; purified PP5c, OMFP substrate fluorescence; inhibition, % at 6.7 µM; hit rate 0.18% among 320,000; AID 1987, 2009;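 active means inhibition above the campaign's mean inhibition across all tested compounds plus 3 SD, cut at about 9.5% in these data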;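 further: 0% = DMSO only and 100% = 100 µM cantharidin control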
JMJD2C inh: inhibitors of GASC-1 histone demethylase, primary screen, biochemical, fluorescence, DELFIA europium | GST-JMJD2C(1-420) H3K9me3 demethylation | inhibition, % at 2.35 µM | AID 2099, 2009 | Lysine-specific demethylase 4C (Homo sapiens), Q9H3R0 | hit rate 0.069% among 330,000;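 active means more than half of a compound's replicate wells show inhibition beyond 50%, single wells judged on their own value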;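 further: signal counts dimethyl H3K9 product captured on neutravidin plate; 0% = median of DMSO wells and 100% = 0.3 times that DMSO median; strong numbers were not always called active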
Target sequence (Q9H3R0 1-420 limits assumed): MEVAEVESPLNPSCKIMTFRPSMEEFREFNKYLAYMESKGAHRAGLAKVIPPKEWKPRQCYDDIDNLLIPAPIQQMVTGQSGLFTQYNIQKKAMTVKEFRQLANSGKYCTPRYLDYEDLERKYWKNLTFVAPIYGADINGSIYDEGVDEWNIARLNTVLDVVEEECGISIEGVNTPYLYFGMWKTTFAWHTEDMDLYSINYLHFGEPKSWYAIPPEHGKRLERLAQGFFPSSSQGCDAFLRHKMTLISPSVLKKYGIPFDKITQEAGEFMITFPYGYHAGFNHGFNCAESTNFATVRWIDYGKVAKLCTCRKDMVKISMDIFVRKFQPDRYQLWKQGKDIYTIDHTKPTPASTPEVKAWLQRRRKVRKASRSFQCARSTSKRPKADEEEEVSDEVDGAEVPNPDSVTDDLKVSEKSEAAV
Efflux pump inh: inhibitors of Candida efflux pumps in yeast, primary screen, S. cerevisiae, Nile Red, multiplex. S. cerevisiae Candida pump triplex. inhibition, % at 10 µM. hit rate 0.44% among 330,000. AID 485275, 2010;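 active means plate passing quality check with inhibition over a set limit, or well fluorescence over plate mean plus 4 SD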;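 further: Nile Red retained in pooled yeast measured as flow cytometry median fluorescence; 0% = buffer negative control and 100% = Enniatin B positive control; higher means more Nile Red kept so more efflux inhibition; some compounds called inactive have numbers as strong as hits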
procasp7 counter: procaspase-7 activators, primary screen, counter-screen for procaspase-3 activator project, biochemical, absorbance, HTS, human. Caspase-7 (Homo sapiens), P55210. recombinant procaspase-7, Ac-DEVD-pNA absorbance 405 nm; D23A/D198A/D206A triple mutant, cannot self-cleave; scale: DMSO 0, 5 µM enzyme 100. activation, % at 8.5 µM. hit rate 0.093% among 330,000;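 active means percent activation above the screen-wide mean plus 3 SD, cut at about 25% in these data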
Target sequence (P55210 whole entry D23A/D198A/D206A): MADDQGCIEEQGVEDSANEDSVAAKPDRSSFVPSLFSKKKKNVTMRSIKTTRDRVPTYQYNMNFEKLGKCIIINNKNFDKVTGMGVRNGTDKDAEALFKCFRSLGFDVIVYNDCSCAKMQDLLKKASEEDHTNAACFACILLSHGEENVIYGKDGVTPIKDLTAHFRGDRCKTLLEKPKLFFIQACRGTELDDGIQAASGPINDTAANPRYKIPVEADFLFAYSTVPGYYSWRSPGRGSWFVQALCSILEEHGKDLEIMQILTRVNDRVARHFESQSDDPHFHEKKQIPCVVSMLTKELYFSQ
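Assay system – Uncleavable procaspase-7 mutant enzyme · Quantity – 2 µM procaspase-7 mutant as dispensed · Times – 1 h preincubation, 2 h reaction · Dosing – single nominal 8.5 µM compound dose, 0.8% DMSO final · Buffer or medium – Zinc-free 50 mM HEPES buffer, pH 7.4, with NaCl and Triton X-100 · Detection – Epi-absorbance of released pNA at 405 nm, two timepoints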
PP1 inh: PP1-alpha phosphatase inhibitors, primary screen, counter-screen for PP5 inhibitor project, biochemical, fluorescence, OMFP substrate, single point; hit rate 0.9% among 320,000; Serine/threonine-protein phosphatase PP1-alpha catalytic subunit (Homo sapiens), P62136; inhibition, % at 6.7 µM; AID 2235, 2010; purified PP1alpha;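 active means inhibition above the mean inhibition of all tested compounds plus 3 SD, computed separately for each screening campaign, cut at about 15% in these data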
Target sequence (P62136 whole entry, looked up): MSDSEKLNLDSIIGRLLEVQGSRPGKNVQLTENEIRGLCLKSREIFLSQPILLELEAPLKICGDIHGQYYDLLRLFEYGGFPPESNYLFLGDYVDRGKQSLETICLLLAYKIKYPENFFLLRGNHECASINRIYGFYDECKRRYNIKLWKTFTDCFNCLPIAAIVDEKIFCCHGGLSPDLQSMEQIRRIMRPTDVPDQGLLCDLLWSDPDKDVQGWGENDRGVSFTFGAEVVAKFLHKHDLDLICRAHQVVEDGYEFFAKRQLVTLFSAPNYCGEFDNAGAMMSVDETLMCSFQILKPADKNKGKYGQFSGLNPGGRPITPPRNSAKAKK
CTSL1 counter: Fasciola hepatica cathepsin L1 inhibitors, primary screen, counter-screen for PFM18AAP inhibitor project, biochemical, QFRET, fluorogenic peptide substrate; recombinant F. hepatica cathepsin L1, Z-Leu-Arg-MCA fluorescence; inhibition, % at 5.96 µM; hit rate 0.49% among 300,000;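 active means inhibition above the mean of all tested compounds plus 3 SD, set per screening campaign, cut at about 17% in these data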;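 further: 0% = plate median of test compound wells and 100% = 1 µM Z-Phe-Ala-diazomethylketone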
* = called active by the depositor; / = not tested or not shown.

SMILES	TPT1 inh	procasp3 activ	HCV core dimer	PP5 inh	JMJD2C inh	Efflux pump inh	procasp7 counter	PP1 inh	CTSL1 counter
CCOC(=O)c1csc(Nc2nc3ccc(F)cc3s2)n1	3	5	-8	3.2	11	-0.1	-1	7	1
C1CCCC(NC2=NCCO2)CCC1	0	-11	-3	-2.5	11	0.7	-10	-2	4
Cc1[nH]c2ccccc2c1C(=O)CN1CCSCC1	1	-6	0	-0.2	0	0.1	10	-1	1
COc1ccc(S(=O)(=O)N2CCOCC2)cc1NC(=O)c1ccc2c(c1)OCO2	/	-3	/	2.0	2	-0.1	-2	3	/
CCOC(=O)c1sc2nc(C)cc(-c3ccccc3)c2c1N	3	4	-21	2.2	20	-0.1	-1	10	4
O=C(O)CC(NC(=O)C12CC3CC(CC(C3)C1)C2)c1ccc2c(c1)OCO2 (stereo unspecified)	-6	2	-1	-1.4	0	-0.2	-3	-2	-3
O=C(Nc1cccc(NC(=O)c2cccs2)c1)c1ccc2c(c1)OCO2	7	-8	3	1.6	1	0.3	2	2	-1
CCOC(=O)N1CCN(C(=O)c2ccc(NC(=O)CC)cc2)CC1	-4	2	-5	-2.8	/	0.3	-5	-2	1
CC1=NN(C(=O)CCCc2ccccc2)C(O)(C(F)(F)F)C1 (stereo unspecified)	3	-3	-2	-2.1	-3	0.7	-2	-4	-1
COc1cccc(-c2nnn(CCc3nn[nH]n3)n2)c1	4	0	-4	2.5	4	-0.1	-7	-2	7
C=CCN=C1SCC(=O)N1S(=O)(=O)c1ccc(C)cc1	16	-2	1	3.0	-4	-0.3	-9	1	-3
O=C(NCc1ccccc1Cl)c1ccc(-c2ccccc2)cc1	-2	9	5	1.0	-1	-0.2	2	-5	-3
Cc1ccc(CCC(=O)Nc2ccccc2C(=O)O)o1	-4	-2	-4	-0.6	14	-0.2	11	1	1
S=C(NCc1ccco1)N/N=C/c1ccncc1	0	-3	-3	0.7	-6	-0.1	9	-1	-3
Cc1ccc(C)c(NC(=O)Cn2cnc3c(oc4ccccc43)c2=O)c1	-1	-1	1	0.0	0	0.1	-6	-2	3
CC(NCc1cccc(S(=O)(=O)N(C)C)c1)c1ccc(F)cc1 (stereo unspecified)	-1	-6	0	-0.2	3	0.0	-5	-3	-4
CON/C=C(\C=Nc1ccc(Cl)cc1)c1ncc(C(F)(F)F)cc1Cl	-1	-4	-9	1.2	7	-0.1	-2	1	2
CCc1nc(N2CCCC(C)C2)c2oc3ccccc3c2n1 (stereo unspecified)	-4	-4	-3	4.8	12	0.0	6	-1	8
Cc1cc(C(=O)N/N=C/c2cccn2C)no1	0	-3	10	-1.4	4	0.1	2	-4	2
Cc1cccc(C)c1NC(=O)COC(=O)c1ccc(N2CCCC2)c([N+](=O)[O-])c1	-1	5	4	-1.6	-2	-0.3	3	7	2
O=C(NNC(=O)c1ccccn1)c1cccc([N+](=O)[O-])c1	-3	-4	-1	-2.0	7	-0.1	3	-1	4
COc1cc(/C=C(\C#N)c2nc3ccccc3[nH]2)c([N+](=O)[O-])cc1OCc1ccccc1	6	0	4	6.7	-7	-0.1	-20	6	6
Nc1ccc2nc(-c3ccc(N)c(Cl)c3)[nH]c2c1	1	-4	-29	4.1	-13	-0.1	-3	3	1
CCN1CCN(c2ccc(S(=O)(=O)N3CCCCC3)cc2NC(=O)COc2ccc(Cl)cc2)CC1	1	-4	4	2.0	5	0.1	6	-1	-3
O=C(Nc1ccc(S(=O)(=O)Nc2nccs2)cc1)C1CCCCC1	0	10	0	-0.3	-4	0.0	15	-4	-2
SMILES	TPT1 inh	procasp3 activ	HCV core dimer	PP5 inh	JMJD2C inh	Efflux pump inh	procasp7 counter	PP1 inh	CTSL1 counter
COc1cc(NS(=O)(=O)c2ccc(NC(=O)c3ccc(S(=O)(=O)N4CCCC4)cc3)cc2)ncn1	-9	3	-1	2.2	4	-0.3	9	-5	-3
Cn1nc(-c2ccc(Cl)cc2)c2cc(C(=O)N3CCN(c4ccccn4)CC3)sc21	-6	-5	9	-3.8	8	0.6	-13	2	1
Cc1cccc(OCCC(=O)Nc2ccc(C)c(S(=O)(=O)N3CCCCC3)c2)c1	2	1	4	0.8	2	0.1	2	-2	-2
COc1ccccc1-c1cc(C2CC2)nc(N)c1C#N	2	4	3	0.5	20	0.0	10	-2	2
CC(=O)Nc1ccc(S(=O)(=O)Nc2ccccc2C(=O)N2CCOCC2)cc1	1	0	5	0.3	-28	0.0	4	3	-3
Cc1ccc(C(=O)COc2cccc(NC(=O)c3ccco3)c2)cc1	1	0	-4	0.5	1	-0.2	17	-2	4
O=C(COc1ccccc1)N1CCN(c2ccc([N+](=O)[O-])c(N3CCCCC3)c2)CC1	0	-4	12	1.7	9	0.1	5	3	-5
COc1ccc(C(=O)NC(NC(=O)c2ccc(OC)cc2)c2ccccc2F)cc1	-5	-3	-1	1.5	-5	0.0	-3	-3	-5
COc1ccccc1N1CCN(C(=O)COc2cc(C)cc(C)c2)CC1	0	11	3	-1.1	178	0.2	-2	-2	6
CCCCC(=O)N(c1ccc(OC)cc1)C1C=CS(=O)(=O)C1 (stereo unspecified)	0	9	-6	1.8	-3	-0.2	6	-1	-4
Cc1onc(-c2ccccc2)c1CNC(=O)Nc1cccc(Cl)c1	-2	0	-6	3.5	0	-0.1	2	5	-2
COC(=O)c1cc(COC(=O)c2nc3nc(C)cc(C)n3n2)oc1C	0	7	2	-3.8	11	0.0	11	1	0
Cc1c(N=C2NN=C(c3ccc(Cl)cc3)CS2)c(=O)n(-c2ccccc2)n1C	-2	-8	21	-1.3	14	0.0	-5	1	0
COC(=O)C1=C(C)N(C2CCCCC2)C(=O)C1	-5	2	1	2.6	-5	0.0	-3	-2	-1
Cc1ccc(C23CC4CC(CC(C(=O)NC(C(=O)O)C(C)C)(C4)C2)C3)cc1 (stereo unspecified)	-5	-9	1	1.8	12	0.1	8	0	-1
CCCC1NC(=S)NC(C)=C1C(C)=O (stereo unspecified)	-3	7	-1	-3.2	-7	-0.2	12	1	2
CCOC(=O)c1cnn(-c2cc(Oc3ccccc3)ncn2)c1N	3	-7	-2	0.3	5	0.4	4	-5	-1
Cc1ccc(C(=O)COC(=O)C(C)N2C(=O)C3C4C=CC(C4)C3C2=O)cc1 (stereo unspecified)	-3	1	2	3.7	-13	0.0	-1	2	-1
CCC1=C2CC[C@H]3C(=O)N(c4ccccc4)C(=O)[C@H]3[C@H]2[C@@]2(C)C(=NCc3ccccc3)OC(=O)N2C1=O	1	3	-3	-0.9	5	0.3	-7	0	-3
CC(=O)N1CCN(c2nnc(-c3ccccc3)c3ccccc23)CC1	2	4	0	2.0	2	0.3	7	-2	-2
CC(C)(C)Nc1c(N)c(=O)oc2ccccc12	0	-5	-2	-3.2	-16	0.0	-3	-2	2
CC(=O)Nc1ccc(C(=O)OCC(=O)NC(=O)NC(C)(C)C)cc1	1	-7	-8	2.0	5	0.0	-4	0	-2
CC(C)=CCN1CCN(Cc2nc(C(C)C)cs2)CC1CCO (stereo unspecified)	-4	10	-3	0.9	10	0.0	-1	-3	1
COc1cccc(CN2CCC(n3nccc3NC(=O)CCCc3ccccc3)CC2)c1	0	-1	-10	3.1	-13	0.3	-7	-4	0
C/C(Cn1cnc([N+](=O)[O-])n1)=N\NC(=O)c1ccccc1O	-1	7	-19	2.2	-14	-0.3	12	0	-2

Complete entries, looked up by structure:
Entry for COc1ccc(C(=O)NC(NC(=O)c2ccc(OC)cc2)c2ccccc2F)cc1 : TPT1 inh = -5; procasp3 activ = -3; HCV core dimer = -1; PP5 inh = 1.5; JMJD2C inh = -5; Efflux pump inh = 0.0; procasp7 counter = -3; PP1 inh = -3; CTSL1 counter = -5
Entry for CC(=O)Nc1ccc(C(=O)OCC(=O)NC(=O)NC(C)(C)C)cc1 : TPT1 inh = 1; procasp3 activ = -7; HCV core dimer = -8; PP5 inh = 2.0; JMJD2C inh = 5; Efflux pump inh = 0.0; procasp7 counter = -4; PP1 inh = 0; CTSL1 counter = -2

Other entries:
SMILES	TPT1 inh	procasp3 activ	HCV core dimer	PP5 inh	JMJD2C inh	Efflux pump inh	procasp7 counter	PP1 inh	CTSL1 counter
Cc1cccc(NC(=O)CSc2nnc(-c3cnccn3)n2Cc2ccco2)c1	-3	1	2	-1.3	-10	0.0	0	-2	2
COc1ccc(S(=O)(=O)Nc2ccccc2C(=O)NCc2ccco2)cc1Br	3	-2	32	1.7	-18	0.0	9	-1	-2
CC1=C(C#N)C(c2cccnc2)C2=C(CC(c3ccc(Cl)cc3)CC2=O)N1 (stereo unspecified)	2	2	3	2.1	2	-0.1	1	2	1
N#Cc1cc2c(nc1SCc1cccnc1)CCCCC2	4	1	4	3.7	-3	0.7	-12	2	-1
CC1=Nc2ccccc2/C1=C\c1nc(-c2ccc(C(F)(F)F)cc2)oc1O	156*	0	1	0.1	10	-0.1	11	-1	2
CSc1ccc(/C=N/NC(=O)c2ccccc2Cl)cc1	1	-6	0	0.2	0	-0.3	3	-7	-1

3 compounds already listed, ordered by formula weight, high to low:
SMILES	TPT1 inh	procasp3 activ	HCV core dimer	PP5 inh	JMJD2C inh	Efflux pump inh	procasp7 counter	PP1 inh	CTSL1 counter
Cc1cccc(NC(=O)CSc2nnc(-c3cnccn3)n2Cc2ccco2)c1	-3	1	2	-1.3	-10	0.0	0	-2	2
CC1=C(C#N)C(c2cccnc2)C2=C(CC(c3ccc(Cl)cc3)CC2=O)N1 (stereo unspecified)	2	2	3	2.1	2	-0.1	1	2	1
CSc1ccc(/C=N/NC(=O)c2ccccc2Cl)cc1	1	-6	0	0.2	0	-0.3	3	-7	-1
